# Screens (PubChem)
# A549 viability = Nrf2 qHTS screen for inhibitors: counterscreen for cytotoxicity | Potency, µM (doses to about 46 µM), inactives show at the top dose activity change, negative = cytotoxicity, actives largely listed as inhibitors | A549 ARE-Fluc cells, CellTiter-Fluor viability, 18-24 h | 390,000 compounds, 0.16% hits; also: potency is read from the fitted curve at half-maximal effect; % is scaled to controls: 0 for no effect and ±100 for the full control effect
#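 Cytotoxicity counterscreen: CellTiter-Fluor fluorescence was measured in A549 ARE_Fluc cells after 18-24 h of compound exposure in a concentration series. The subsequent BugLite luminescent read reports ARE-luciferase activity.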
# MmCpn inh = Inhibitors of TCP-1 ring complex (TRiC) of Methanococcus maripaludis (MmCpn): qHTS. AID 504842, 2011. Potency, µM (series often up to 76.9 µM), for the others: at the highest dose activity, negative = inhibition, usual class: inhibitors. purified Mm-Cpn ATPase, ADP Transcreener TR-FRET. 330,000 compounds, 0.031% hits. Chaperonin Mm-Cpn (Methanococcus maripaludis); also: potency is read from the fitted curve at half-maximal effect; % is scaled to controls: 0 for no effect and ±100 for the full control effect; nearly all actives have a fitted effect of over 80% in size
#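 Eu-cryptate anti-ADP/ADP-d2 competition gives a ratio inversely related to ADP. Enzyme at 25 nM was pre-exposed to compound for 10 min, then given 10 uM ATP for 30 min, 37°C throughout.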
# Nrf2 activator = qHTS of Nrf2 Activators; AREc32 ARE-luciferase reporter (MCF7-derived line), luminescence, 24 h; Potency, µM (highest dose often 46.1 µM), inactives show at the highest dose activation, actives largely listed as activators; 410,000 compounds, 0.31% hits; also: potency is read from the fitted curve at half-maximal effect; % of control where 0% means no effect; nearly all actives have a fitted effect of over 65% in size
#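 Cells of the AREc32 ARE-luciferase line are plated in OPTI-MEM containing 5% FBS and left overnight at 37 deg C. Compounds are pinned in, incubation continues 24 hr, and firefly luciferase signal is then measured.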
# CCT modulator = High-Throughput Screening for Modulators of Cytosolic Chaperonin Activity; purified chaperonin ATPase assay, HTRF ADP detection, 30 min; activity change, % (no concentration beside the values), hits read low; 360,000 compounds, 0.3% hits; in the data active = activity change below about -30%; also: % is scaled to controls: 0 for no effect and ±100 for the full control effect
#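 TRiC (40 or 20 nM final, by batch activity) in 30 mM Tris pH 7.4, 100 mM KCl, 5 mM MgCl2, 1 mM DTT was treated with compound at 76 uM single dose, then 10 uM ATP, 30 min at 37 °C. ADP was read by HTRF Transcreener.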
# Akt phos inh = HTS Assay for Inhibitors of Akt Phophorylation: Primary Screen. Neuro2A IGF-stimulated pAkt S473 HTRF, 20 min; active compounds read low. activity change, % for hits at 50 µM. 360,000 compounds, 0.32% hits. AID 651550, 2012; in the data active = activity change below about -80%; inconclusive = mostly about -51% to -80%; also: % is scaled to controls: 0 for no effect and ±100 for the full control effect
#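 Neuro2A cells (4,500/well, DMEM with 0.5% FBS) were treated with compound at a single 50 µM final concentration, stimulated with 6 nM IGF for 20 min at 37 °C, and lysed. Phospho-Akt Ser473 was read by HTRF as 665/615 ratio ×10^4.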
# TGFb SMAD3 inh = qHTS for Inhibitors of TGF-b. HepG2 CAGA-GFP TGF-b/SMAD3 reporter, GFP fluorescence, 18 h; TGF-beta stimulated, 500 pg/mL final. Potency, µM (doses to about 46.1 µM), without a hit: at the highest dose activity, negative = inhibition, hits mostly inhibitors. 410,000 compounds, 1.2% hits. AID 588855, 2011; also: potency is read from the fitted curve at half-maximal effect; % is scaled to controls: 0 for no effect and ±100 for the full control effect; nearly all actives have a fitted effect of over 65% in size
#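 Per well, imaged GFP fluorescence of HEPG2 CAGA-GFP cells gives the signal; cells get compound, then TGF-beta (500 pg/mL final), 18 h at 37 degrees C; %Activity versus -TGF-beta and +DMSO controls.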
# Nrf2 block = Nrf2 qHTS screen for inhibitors; Potency, µM (titrated, usually from 46 µM), without a hit: at the top dose activity change, negative = inhibition, hits mostly inhibitors; A549 ARE-Fluc reporter, luciferase luminescence, 18-24 h; 360,000 compounds, 2.1% hits; AID 504444, 2011; also: potency is read from the fitted curve at half-maximal effect; % is scaled to controls: 0 for no effect and ±100 for the full control effect; nearly all actives have a fitted effect of over 60% in size
#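 A549 ARE_Fluc cells, 5000/well, 5% FBS OPTI-MEM; compounds in dose-response, 18-24 h at 37 °C/5% CO2; CellTiter-Fluor viability read (Ex 405/Em 525), then BugLite luciferase luminescence = Nrf2 activity.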
# HepG2 tox = qHTS for Inhibitors of TGF-b: Cytotox Counterscreen; HepG2 CAGA-GFP viability, ATP luminescence, 18 h; Potency, µM (doses to about 46.1 µM), for the others: top-dose activity change, negative = cytotoxicity, usual class: cytotoxic; 410,000 compounds, 0.76% hits; AID 588856, 2011; also: potency is read from the fitted curve at half-maximal effect; some results filed as inactive show a strong effect at the top dose
#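 CellTiter-Glo luminescence gave cytotoxicity after 18 hours at 37 degrees C. The cells were HepG2 CAGA-GFP in 1% FBS DMEM, stimulated with 500 pg/mL TGF-beta after compound addition. %Activity was normalised to no-cell wells (complete cell-killing) and DMSO (no toxicity), and curves were fitted and classified.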
# Abeta yeast res = qHTS for compounds that reverse cellular toxicity of Amyloid beta (A-beta) peptide in yeast: Primary Screen | yeast expressing A-beta42, growth rescue, OD600, 48 h; response scale: 0% DMSO, 100% iron-clioquinol control | Potency, µM (highest dose often 46.1 µM), for inactives: at the top dose growth rescue, hits mostly activators | 410,000 compounds, 0.063% hits; also: potency is read from the fitted curve at half-maximal effect; nearly all actives have a fitted effect of over 55% in size
#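 Yeast A-beta toxicity model in growth medium with pinned compounds, 48 h at 30 C; growth read as absorbance at 600 nm. Normalized to FeCl3/clioquinol equimolar mix (positive) and DMSO (negative).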
# * marks the source's active call; other numbers are inactive results; i = inactive; u = inconclusive; x = not tested or not shown; [ ] = remark or other dose. Unless noted, calls follow the shape of the dose curve; as a rule, active = well fitted curve in the direction sought with a large enough effect; inconclusive = small, poorly fitted or top-dose-only effect, or another doubt; inactive = no such curve, though single readings can be large; an effect the other way counts as inactive or inconclusive.
# The opening 2 compounds, ahead of the listing:
SMILES,A549 viability,MmCpn inh,Nrf2 activator,CCT modulator,Akt phos inh,TGFb SMAD3 inh,Nrf2 block,HepG2 tox,Abeta yeast res
Nc1c(C(=O)OCC2CCCO2)c2nc3ccccc3nc2n1Cc1cccs1 (configuration not stated),-5%,u,4.6%,-4.2,x,u,-10%,-28%,3%
CC(=O)C1C2c3ccccc3OC1(C)N=c1s/c(=C/c3cnn(C)c3)c(=O)n12 (configuration not stated),-6%,-3%,0.4%,-0.6,x,8%,-6%,-31%,-6%

# All compounds of this part, previewed entries included:
SMILES,A549 viability,MmCpn inh,Nrf2 activator,CCT modulator,Akt phos inh,TGFb SMAD3 inh,Nrf2 block,HepG2 tox,Abeta yeast res
Nc1c(C(=O)OCC2CCCO2)c2nc3ccccc3nc2n1Cc1cccs1 (configuration not stated),-5%,u,4.6%,-4.2,x,u,-10%,-28%,3%
CC(=O)C1C2c3ccccc3OC1(C)N=c1s/c(=C/c3cnn(C)c3)c(=O)n12 (configuration not stated),-6%,-3%,0.4%,-0.6,x,8%,-6%,-31%,-6%
O=P1(c2ccccc2)Nc2ccccc2N1c1ccccc1 (configuration not stated),-15%,x,4.4%,-1.8,i,-3%,u,-1%,12%
COc1ccc(C(=O)CN2CCCCC2)cc1,5%,1%,-0.4%,1.5,i,-1%,1%,-44%,1%
N=C1c2ccccc2CN1NC(=O)c1ccc(Br)cc1,8%,1%,3.8%,-2.3,i,-12%,4%,-19%,0%
CC/C(=N\NC(N)=O)c1c(O)[nH]c(=O)[nH]c1=O,-7%,-2%,0.1%,-2.6,i,u,1%,8%,-1%
Cc1ncc2n1-c1ccc(Cl)cc1C(c1ccccc1F)=NC2,-1%,0%,10%,-8.4,i,19%,u,-14%,-7%
NC(=O)CN1CC(c2ccccc2)CC1=O (configuration not stated),-9%,-1%,-0.4%,-6.8,i,8%,10%,1%,16%
COC(=O)C1=C(c2ccc(F)cc2OCc2ccccc2)C[C@@H]2CC[C@H]1N2C(=O)NCc1ccc2[nH]ccc2c1,u,-2%,-0.1%,-0.5,i,-3%,u,-15%,13%
Cc1nn(C2CCOC(C)(C)C2)c2c1C(c1ccc(OC(C)C)cc1)SCC(=O)N2 (configuration not stated),-3%,2%,0.7%,1.1,i,13%,0%,1%,-6%
O=C(NC(=O)c1c(F)cccc1F)Nc1cc(Cl)c(F)c(Cl)c1F,6%,-1%,-0.1%,-1.3,i,u,-3%,-20%,-2%
CCNC(=O)N1Cc2ccccc2-n2nncc2C1,x,x,-0.2%,-3.8,i,2%,x,-5%,-14%
Cc1cccc(CCNCc2cc3cccc(C)c3[nH]c2=O)c1,8%,1%,0.6%[9.22 µM],2.3,i,0%,-6%,-38%,0%
C[C@]12CC[C@H](O)C[C@H]1CC[C@@H]1[C@@H]2CC[C@]2(C)[C@@H](C3=CC(=O)OC3)CC[C@]12O,u,2%,-2.5%,-2.8,i,u,0.26µM*,-42%,-13%
Cc1ccc(S(=O)(=O)Nc2cc(C(=O)N3CCC4(CC3)OCCO4)ccc2N2CCCCC2)cc1,0%,0%,3.4%,-2.2,i,-8%,u,-6%,11%
Cc1ccc(C)c(OCC(=O)N2CCN(Cc3ccc4c(c3)OCO4)CC2)c1,2%,0%,-0.3%,0.3,i,7%,1%,-37%,-2%
CC(=O)NNC(=O)CN1C(=O)CN=C(c2ccccc2)c2cc(Br)ccc21,0%,-2%,0.0%,1.8,i,-4%,-28%,-15%,1%
COC(=O)C1=C(c2cc3ccccc3o2)C[C@@H]2CC[C@H]1N2C(=O)NCCO,0%,x,2.4%,-2.8,i,6%,21%,0%,0%
C=CCN1C(=O)/C(=C/c2cccs2)C(=O)NC1=S,-3%,2%,0.4%,-0.4,i,u,1%,-81%,-3%
O=C(O)C1C2CCC(O2)C1C(=O)Nc1cccc(Br)c1 (configuration not stated),-4%,-1%,-0.5%,-0.8,i,2%,2%,1%,-13%
COc1ccc(CCn2c(O)c(C=NCc3ccc4c(c3)OCO4)c(=O)[nH]c2=O)cc1OC,0%,-4%,0.2%,1.5,x,0%,23%,-7%,-3%
COc1ccc(C[C@@H]2c3cc(O)c(OC)cc3CCN2C)cc1O,0%,0%,1.6%,-0.1,i,0%,6%,-9%,5%
CCc1cccc(C)c1NC(=S)N1CC2CC(C1)c1cccc(=O)n1C2 (configuration not stated),1%,0%,-0.3%,-0.8,i,-5%,-3%,1%,-6%
O=c1[nH]cc(COCC(F)(F)C(F)(F)C(F)(F)F)c(=O)[nH]1,-1%,2%,-0.3%,-10,i,0%,-7%,-2%,-2%
COc1ccc(CNCCc2c(C)[nH]c3ccc(OC(F)(F)F)cc23)c(OC)c1,9%,-3%,-1.5%,1.2,i,u,u,-88%,-18%
CCN(CC)CCNCc1nc2ccccc2c(=O)n1-c1ccc(F)cc1,-12%,1%,0.7%,-0.9,i,u,-9%,-20%,4%
C=CCn1c(O)c(C=Nc2ccc(F)cc2)c(=O)[nH]c1=O,3%,-4%,-0.6%,-2.8,i,0%,-9%,-1%,-5%
NCCc1ccccc1,8%,x,-0.9%,0.8,i,-4%,2%,-1%,-1%
C[N+]1(C)[C@@H]2CC[C@H]1CC(OC(=O)[C@@H](CO)c1ccccc1)C2 (some centres not stated),1%,0%,0.4%,1.1,i,10%,-10%,-4%,3%
O=[N+]([O-])c1cc2c(cc1CNCCc1ccc3c(c1)OCO3)OCO2,0%,0%,0.1%,1.3,i,16%,13%,-9%,-6%
C1=C(CCNCc2ccccc2)CCCC1,15%,5%,-0.6%,-0.4,i,6%,15%,-19%,-5%
CCN(CC)c1ccc(CNCCc2ccccc2F)cc1,u,1%,3.3%,-0.7,i,-10%,0%,-21%,2%
O=C1NC(=O)N(Cc2ccc(F)cc2)C(=O)/C1=C\c1ccc(N2CCCC2)cc1,4%,-3%,-1.2%,-2.1,i,12%,4%,-16%,12%
CCc1nc(N2CCNCC2)c(C#N)c2c1CSC(C)(C)C2,-8%,1%,-0.7%,-4.3,i,-9%,-16%,-17%,-4%
CC(=NCCN1CCCCC1)c1c(O)n(-c2ccc(Cl)cc2)c(=O)[nH]c1=O,-21%,-5%,0.4%,2.2,i,-2%,-8%,6%,9%
O=C(C(=O)N1CCOCC1)c1cn(Cc2c(F)cccc2Cl)c2ccccc12,7%,-5%,0.4%,4.1,i,2%,10%,4%,5%
CCN(CC)CCN=C(C)c1c(O)n(-c2ccccc2OC)c(=O)[nH]c1=O,0%,-6%,-0.3%,-4.0,i,28%,8%,2%,-2%
CC1=C(C(=O)O)N2C(=O)C(NC(=O)Cc3ccccc3)C2SC1 (configuration not stated),0%,-21%,-0.4%,-2.3,i,-2%,26%,5%,-1%
CCOC(=O)C1=C(C)c2ccccc2OC1(C(=O)OCC)c1ccccc1 (configuration not stated),-9%,2%,3.7%,1.0,i,-24%,u,-7%,-4%
COc1cccc(-n2c(CN3CCOCC3)nc3ccc([N+](=O)[O-])cc3c2=O)c1,-7%,0%,5.3%,0.0,i,-3%,2%,-1%,-5%
COc1ccc(C(=O)CC(c2ccc3c(c2)OCO3)c2c(O)c3ccccc3oc2=O)cc1OC (configuration not stated),x,x,1.0%,-0.8,i,-7%,x,-24%,2%
Clc1ccc(C[n+]2c(-c3ccccc3)cc(-c3ccccc3)cc2-c2ccccc2)cc1,u,-2%,-3.0%,1.2,i,u,21µM*,-82%,0%
Cc1cccn2c(=O)c3c(nc12)N1CCC(Cc2ccccc2)CC1C1(C3)C(=O)N(C)C(=O)N(C)C1=O (configuration not stated),-30%,-1%,0.1%,2.7,i,-9%,u,-22%,12%
c1ccc2c(CN3CCCCC3)c[nH]c2c1,0%,-3%,0.4%,-6.0,i,0%,u,-29%,3%
COC1=CCC2([N+](=O)[O-])CN(C)CC1([N+](=O)[O-])C2 (configuration not stated),-9%,3%,0.6%,-2.8,i,0%,7%,0%,3%
Cc1ccccc1-c1nc(CS(=O)CC(=O)N2CCC3(CC2)OCCO3)c(C)o1 (configuration not stated),0%,-1%,-0.1%,-2.4,i,0%,-28%,-10%,12%
COc1ccc(N=C(C)c2c(O)n(C)c(=O)n(C)c2=O)c(OC)c1,7%,3%,-0.7%,1.5,i,-16%,u,-40%,-16%
CCN1CCN(Cc2nc3ccc([N+](=O)[O-])cc3c(=O)n2-c2ccccc2F)CC1,2%,0%,9.0%,-2.1,i,3%,-3%,3%,u
CCOC(=O)c1cccc(NC(=O)c2cc(S(=O)(=O)N3CCCC(C)C3)cn2C)c1 (configuration not stated),0%,x,0.8%,x,x,u,x,-29%,1%
CCCCOP(=O)(c1ccc(N(C)C)cc1)C(O)c1ccc(OC)c(OC)c1 (configuration not stated),-8%,-1%,0.2%,0.8,i,15%,6%,-21%,7%

# An excerpt. The share of hits here may be higher or lower than overall.
